# Source: PubChem BioAssay (several laboratories)
# Pyk2 oligo antag = blocks oligomerization of human Pyk2 in cells; actives 0.83% (n = 99,000); Q293 cells, Pyk2 FERM NanoBiT luminescence; stronger effect = lower value; z-score (the deposit names both 25 µM and 10 µM); AID 1347419; Q14289;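 active = Z-score of -3 or lower, scaled per plate to the spread of control and sample wells; inactive = z-score above -3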;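 also: negative z-score means lost luminescence so less FERM oligomerization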
# ERa SRC1 inh = blocks coactivator binding to human estrogen receptor alpha | TR-FRET ER-alpha LBD / SRC-1 peptide, estradiol-bound | inhibition, % at 25.6 µM | actives 1.7% (n = 86,000); in the data active = inhibition above about 50%;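 also: 0% = receptor plus peptide control and 100% = peptide only without receptor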
# LYP act = activators of human LYP (PTPN22) phosphatase | Q9Y2R2 | activation, % at 2 µM | actives 0.11% (n = 96,000) | recombinant LYP, DiFMUP fluorescence; 0 = plate median, 100 = signal doubled;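 active = activation at 2 µM above a set limit, the mean plus 5 SD, cut at about 37% in these data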
# HUVEC tox IL1B = toxic to HUVEC cells under IL-1B stimulation; AID 845; actives 0.41% (n = 94,000); HUVEC cell count loss, Hoechst imaging, IL-1B stimulated; cell count reduction, % at 2 µM;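 active = cell count reduction more than 3 SD above the screen-wide mean, cut at about 70% in these data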;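 also: normalized per plate to untreated control cells as the no-loss baseline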
# VCAM1 TNFa inh = reduces TNF alpha induced VCAM1 expression in HUVEC; HUVEC TNFa-induced VCAM-1 immunofluorescence, high-content imaging; inhibition, % at 2 µM; actives 0.48% (n = 95,000);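 active = inhibition above the batch mean plus 3 SD, with images confirmed as a hit by eye, cut at about 37% in these data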;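 also: 0% = TNF-stimulated DMSO wells and 100% = unstimulated control wells; not every result past the cut was called active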
# F-actin modifier = alters cytoskeleton assembly in HUVEC cells | HUVEC TNFa F-actin phalloidin imaging, high content | inhibition, % at 2 µM | actives 0.18% (n = 91,000);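 active = inhibition above the batch mean plus 3 SD and confirmed as a hit by visual image inspection, cut at about 30% in these data, passing the limit was not always enough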; also: strong numbers were not always called active
# PTPN22 inh 2 = blocks human PTPN22 phosphatase activity; Q9Y2R2; actives 0.21% (n = 96,000); AID 640; recombinant LYP catalytic domain, DiFMUP fluorescence; inhibition, % at 2 µM;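 active = inhibition at 2 µM at or above a set limit, the screen mean plus 3 SD, cut at about 24% in these data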;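 also: 0% = DMSO with enzyme and 100% = enzyme fully blocked by orthovanadate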
# TNFa cytotox = HUVEC cytotoxicity counter-screen, TNF alpha stimulated | actives 0.17% (n = 93,000) | HUVEC TNFalpha-stimulated, Hoechst cell count, imaging | cell count reduction, % at 2 µM;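 active = cell count reduction exceeding the screen mean by over 5 SD, scaled to untreated wells per plate, cut at about 78% in these data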;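 also: cells counted after 24 h of TNF alpha exposure following the 1 h pretreatment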
# FAK blocker = FAK (human) kinase inhibition; actives 0.84% (n = 97,000); AID 727; biochemical FAK kinase activity assay; inhibition, %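 (tested at 7 µM)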; Q05397; in the data active = inhibition above about 19%;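 also: 0% = DMSO and 100% = reference compound high control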
# Target sequence (Q05397 whole entry, looked up): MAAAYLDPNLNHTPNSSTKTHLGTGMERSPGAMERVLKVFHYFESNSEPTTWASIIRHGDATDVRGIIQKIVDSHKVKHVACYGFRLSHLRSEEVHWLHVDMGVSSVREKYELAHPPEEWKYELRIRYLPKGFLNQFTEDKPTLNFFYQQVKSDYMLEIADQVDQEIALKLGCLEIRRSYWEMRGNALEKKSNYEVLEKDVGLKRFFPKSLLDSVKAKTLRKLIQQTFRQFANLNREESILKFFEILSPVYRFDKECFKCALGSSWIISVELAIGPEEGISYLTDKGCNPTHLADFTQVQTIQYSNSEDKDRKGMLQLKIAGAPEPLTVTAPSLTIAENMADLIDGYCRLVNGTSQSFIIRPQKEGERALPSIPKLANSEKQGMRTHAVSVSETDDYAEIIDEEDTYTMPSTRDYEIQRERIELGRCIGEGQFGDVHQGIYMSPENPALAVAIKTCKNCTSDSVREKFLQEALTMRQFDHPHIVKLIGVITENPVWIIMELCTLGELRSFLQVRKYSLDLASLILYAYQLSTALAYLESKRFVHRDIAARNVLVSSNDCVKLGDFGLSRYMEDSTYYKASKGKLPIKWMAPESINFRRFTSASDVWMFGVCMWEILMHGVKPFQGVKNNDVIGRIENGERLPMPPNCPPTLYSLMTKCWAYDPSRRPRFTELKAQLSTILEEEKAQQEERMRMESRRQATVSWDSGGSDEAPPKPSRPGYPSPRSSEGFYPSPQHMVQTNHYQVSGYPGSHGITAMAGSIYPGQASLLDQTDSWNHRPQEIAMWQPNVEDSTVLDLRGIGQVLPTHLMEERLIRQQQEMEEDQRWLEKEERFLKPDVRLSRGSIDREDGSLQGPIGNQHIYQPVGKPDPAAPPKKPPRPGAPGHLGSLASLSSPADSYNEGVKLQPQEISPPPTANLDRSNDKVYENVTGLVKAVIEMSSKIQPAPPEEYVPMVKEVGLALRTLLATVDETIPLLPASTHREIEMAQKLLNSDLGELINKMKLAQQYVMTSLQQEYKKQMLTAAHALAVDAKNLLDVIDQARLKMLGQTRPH
# Numbers without * were called inactive; . = no result given; [ ] = dose if it differs, or a comment.
# Results follow in this order: Pyk2 oligo antag	ERa SRC1 inh	LYP act	HUVEC tox IL1B	VCAM1 TNFa inh	F-actin modifier	PTPN22 inh 2	TNFa cytotox	FAK blocker
> O=C(NCc1ccco1)c1nc2c(nnn2Cc2ccccc2Cl)c(=O)[nH]1
    -1.9	-19[fluorescence artefact?]	10	-42	34	-7	-10	-33	-1
> O=C(Cn1nc(C(F)F)cc1C1CC1)NCCC1=CCCCC1
    1.2	2	11	-5	16	-10	-10	3	5
> CC1(C)CC(=O)C=C(NC2CCCCCCC2)C1
    0.12	95*[fluorescence artefact?]	8	-2	-15	-9	-1	-20	-3
> CCCOc1ccc(NC(=O)C2CC(=O)N3CCCN=C3S2)cc1 (configuration not stated)
    0.06	-2	12	-22	25	-7	-8	-3	2
> O=S(=O)(N1CCOCC1)N1CCN(c2ccccc2F)CC1
    1.3	-3	-1	32	.	.	5	.	5
> O=C(O)CCNc1nc(-c2ccccc2)nc2ccccc12
    0.03	-8	15	-18	-14	-3	-16	.	-2
> O=C(Cc1cccs1)Nc1nc(-c2ccccc2)cs1
    -1	6	1	8	-9	9	-2	-6	4
> Cc1ccc(NC(=O)c2cc(N(C)C)ccc2[P+](=O)O)cc1
    0.52	-35[fluorescence artefact?]	-3	11	-3	11	3	-15	1
> Cc1cc(NC(=O)CSc2nnc(-c3ccc(Br)o3)n2Cc2ccccc2)no1
    0.52	-7	2	-23	3	-5	-2	0	1
> Cc1c(-c2ccco2)[n+](=O)c2c(n1[O-])CCC2
    0.17	0	8	14	3	-23	-11	16	5
> CC(=O)c1c(C)nc(C)nc1NC(=O)C(C)C
    -0.14	1	0	-38	17	4	-2	-8	0
> COc1ccc(OC)c(S(=O)(=O)N2CCC(C(=O)NCC3CCCO3)CC2)c1 (configuration not stated)
    -0.5	-6	-7	-40	-1	-13	4	9	-1
> CCN(CCCNS(=O)(=O)c1ccc2c(c1)CCN2C(C)=O)c1cccc(C)c1
    .	-3	11	-8	-7	8	-11	8	4
> CCC(Sc1nc2ccccc2c(=O)n1CC1CCCO1)C(=O)NCc1cccnc1 (configuration not stated)
    0.72	-2	-3	-13	-27	14	3	7	3
> Cc1cccc(N(CC(=O)NC2CCCC2)C(=O)c2c(C)noc2C)c1
    0.46	5	-1	-5	14	-14	2	2	-2
> O=C(CSc1nnc(NC(=O)c2ccco2)s1)NC1CCCCC1
    0.9	-3	-3	6	-12	-6	2	-13	-4
> COc1ccc(C(=O)Nc2cc(C)nc3ccccc23)cc1OC
    1.1	5	3	16	-6	-8	-1	-15	2
> c1ccc(OCCCn2nnc(-c3ccncc3)n2)cc1
    0.93	3	-1	11	-12	-1	7	-25	3
> CCOc1cc(S(=O)(=O)N2CCC(C(N)=O)CC2)ccc1F
    0.08	8	-10	3	-7	-18	10	-12	-1
> Cn1c(-c2ccc3ccccc3n2)nc2cnccc21
    -0.62	-3	-4	-24	-4	8	3	4	6
> CN=C(NC#N)SCC(=O)c1ccc(Cl)cc1Cl
    -2.2	0	5	-4	10	-16	-4	-51	15
> CCCCCC(=O)Nc1ccc(N2CCN(C(=O)CCC)CC2)cc1
    0.06	-9	-6	-5	12	13	5	-14	0
> Cc1ccc(C(=O)Nc2ccc3nccnc3c2)cc1
    -0.82	.	-1	-10	-7	-4	4	-4	6
> O=c1cc(Nc2ccc3c(c2)OCCO3)[nH]c(=O)n1Cc1ccc(F)cc1
    -1.9	-7	-2	-24	3	0	-2	-5	0
> Cc1cccc(OCc2n[nH]c(=S)n2C2CCCCC2)c1
    -0.81	-3[fluorescence artefact?]	-6	-14	15	-4	5	-29	1
> O=C1CC(Cc2ccccc2)C(=O)N1CCCn1ccnc1 (configuration not stated)
    .	23	-2	0	9	7	6	-12	5
> Cc1cc2ccccc2n1CCNC(=O)COc1ccccc1
    .	4[fluorescence artefact?]	1	-2	27	3	-3	-11	.
> Cn1c(NCc2ccco2)nc2c1c(=O)n(Cc1ccc(Cl)cc1Cl)c(=O)n2C
    -0.66	10	3	-12	-11	-11	-9	2	0
> O=C(OCc1cc2ccccc2[nH]c1=O)c1ccco1
    1.3	-4	10	2	5	-10	-7	-24	1
> Cc1cccc(NC(=O)CCN2CCN(C/C=C/c3ccccc3)CC2)c1
    3	-5	-1	2	.	.	5	.	-1
> CCN(c1ccc2c(c1)OCO2)S(=O)(=O)c1cc(Br)cc2c1N(C(=O)C1CC1)CC2
    -1.2	10	-2	-2	-1	23	6	-14	7
> CCOC(=O)c1c(NC(=S)NC(=O)c2ccc(Cn3cc(Cl)cn3)o2)sc2c1CCC(C)C2 (configuration not stated)
    0.61	.	-2	-87	0	0	6	-17	-4
> CCC(C)NC(=O)c1cnn2c1NC(c1cccs1)CC2C(F)(F)F (configuration not stated)
    -1.3	3[fluorescence artefact?]	4	18	-14	-1	-3	-15	0
> COc1ccccc1-c1cn[nH]c(=S)n1
    1	-12[fluorescence artefact?]	-11	12	-4	4	13	2	1
> COc1ccc(Br)cc1C(=O)Nc1cccc(C)c1
    -0.41	-6	6	-32	0	10	-8	-14	1
> CCOc1ccc2[nH]c(=O)c(C(c3nnnn3C3CCCCC3)N3CCN(CC)CC3)cc2c1 (configuration not stated)
    0.17	-9	7	-22	11	23	-10	-28	-4
> C=CCc1ccc(OCCCN2CCCC(C)C2)c(OC)c1 (configuration not stated)
    0.09	5	-6	0	6	.	6	14	1
> CC1(C)CC(=O)C2=C(C1)Nc1[nH]c(=S)[nH]c(=O)c1C2c1ccccc1 (configuration not stated)
    0.25	.	3	-21	-7	17	-6	-20	-1
> O=C(CN1CCN(c2ccc(F)cc2)CC1)N1N=CCC1c1ccccc1 (configuration not stated)
    0.56	.	0	-38	21	-13	2	-2	-2
> O=C(CSc1ncnc2c1cnn2Cc1ccccc1)Nc1ccc2c(c1)OCCO2
    -0.25	1	-12	-11	10	-6	9	12	-1
> Cc1ccsc1/C=C1\SC(N2CCOCC2)=NC1=O
    -0.81	.	-17	17	5	12	20	0	1
> COc1cccc(C2C(C#N)=C(N)Oc3c2oc(CO)cc3=O)c1 (configuration not stated)
    0.91	11	11	-20	11	11	-12	-11	-3
> CC(=O)Nc1ccc(S(=O)(=O)Nc2nc3ccccc3nc2N2CCCC2)cc1
    1.4	4	-9	-4	11	-26	12	68	-7
> CCOC(=O)CSc1ccc(S(=O)(=O)N(C)C2CCCCC2)cc1[N+](=O)[O-]
    3.2	-9	0	.	-2	9	0	-13	-1
> Cc1ccc(C)c(N2CCN(C(=O)c3ccc(Cn4c(=O)[nH]c5ccccc5c4=O)cc3)CC2)c1
    -0.47	5[fluorescence artefact?]	-20	-8	2	11	19	-10	-2
> Cc1ccc(Nc2nc3ccccc3o2)cc1F
    -1.7	.	0	-7	-1	-2	0	-4	-2
> Cc1ccc(C(=O)Nc2c(C(=O)NCc3ccco3)cnn2-c2ccccc2)cc1
    0.75	1	-4	-21	15	-1	1	-12	0
> CCCCOC(=O)Nc1nnc(CC)s1
    -0.36	-3	-3	-76	10	-8	5	19	-3
> Cc1ccc(CCNC(=O)NC(C)(C)C)cc1
    0.63	-7	-2	2	33	-2	2	-4	0
> Cc1c(NC(=O)c2ccc(Br)o2)cccc1C(=O)O
    0.92	1[fluorescence artefact?]	-8	8	0	.	11	-5	2
> Cn1c(=O)[nH]c2sc3c(c2c1=O)CC(C)(C)OC3
    0.12	-2	-13	-102	-7	-4	15	-23	-2
> CC(C)CCn1c(SCc2ccc(Cl)cc2)nc2c1c(=O)[nH]c(=O)n2C
    -2.4	1	-10	10	9	5	8	-26	-6
> CCOc1cc2c(cc1OCC)C(C(=O)O)C(c1cc(OC)c(OC)c(OC)c1)N(C)C2=O (configuration not stated)
    0.94	-17	13	-28	6	-30	-13	2	0
> CC(C)c1ccc(C(=O)CSc2ncn[nH]2)cc1
    0.74	-27	-2	-3	6	-75	-1	2	-9
> CCN1CCCC1CNC(=O)c1ccc(N2CCCC2=O)cc1 (configuration not stated)
    -0.17	-3	0	0	-8	2	-2	-12	3
> Cc1cccc(NC(=O)CCc2c(C)nc3ncnn3c2C)n1
    0.82	5[fluorescence artefact?]	0	-43	11	17	4	-36	1
> NNc1nc(-c2ccccc2)cc(-c2ccccc2O)n1
    -0.8	.	-4	0	10	4	2	-1	3
> O=C1CCC(C(=O)NCc2cccnc2)N1 (configuration not stated)
    -0.22	-31	8	21	-8	-3	-12	-6	-1
> COC(=O)Cc1ccc(NC(=S)NCCCO)cc1
    0.84	.	4	6	3	-12	-3	-3	-1
> Cc1ccc2c(NC(=O)C3CC3)cccc2n1
    2.1	-7	3	-35	-1	.	-4	-49	0

# An excerpt of these results, field by field:
CCN(CCCNS(=O)(=O)c1ccc2c(c1)CCN2C(C)=O)c1cccc(C)c1
  Pyk2 oligo antag: .	ERa SRC1 inh: -3	LYP act: 11	HUVEC tox IL1B: -8	VCAM1 TNFa inh: -7	F-actin modifier: 8	PTPN22 inh 2: -11	TNFa cytotox: 8	FAK blocker: 4

CCC(C)NC(=O)c1cnn2c1NC(c1cccs1)CC2C(F)(F)F (configuration not stated)
  Pyk2 oligo antag: -1.3	ERa SRC1 inh: 3[fluorescence artefact?]	LYP act: 4	HUVEC tox IL1B: 18	VCAM1 TNFa inh: -14	F-actin modifier: -1	PTPN22 inh 2: -3	TNFa cytotox: -15	FAK blocker: 0

# Later entries:
# Results follow in this order: Pyk2 oligo antag	ERa SRC1 inh	LYP act	HUVEC tox IL1B	VCAM1 TNFa inh	F-actin modifier	PTPN22 inh 2	TNFa cytotox	FAK blocker
> Cc1nnc(SCCn2c(N3CCC(C)CC3)nc3c2c(=O)n(C)c(=O)n3C)s1
    0.38	-7	6	-103	-7	14	-8	-9	1
> CC(C)(C)N(Cc1ccccc1)C(=O)CSc1nc2ccccc2c(=O)[nH]1
    -1.5	3	-2	-23	-4	-7	5	-24	4
> CCc1nnc(NC(=O)CC(CN(C)S(=O)(=O)c2ccccc2)c2ccccc2)s1 (configuration not stated)
    .	4	7	-55	6	-7	-7	11	-1
> Cc1noc(C)c1S(=O)(=O)N1CCCC(C(=O)N2CCC(C)CC2)C1 (configuration not stated)
    -0.03	.	-4	18	-10	-4	2	-16	6
> Cc1ccc(NC(=O)CSc2nnc(-c3ccncc3)o2)cc1
    -1.6	-7	-3	14	-6	-10	7	-2	7

# Among those listed so far, ten have an aryl thioether with sulfur outside any ring.
# Results follow in this order: Pyk2 oligo antag	ERa SRC1 inh	LYP act	HUVEC tox IL1B	VCAM1 TNFa inh	F-actin modifier	PTPN22 inh 2	TNFa cytotox	FAK blocker
> Cc1cc(NC(=O)CSc2nnc(-c3ccc(Br)o3)n2Cc2ccccc2)no1
    0.52	-7	2	-23	3	-5	-2	0	1
> CCC(Sc1nc2ccccc2c(=O)n1CC1CCCO1)C(=O)NCc1cccnc1 (configuration not stated)
    0.72	-2	-3	-13	-27	14	3	7	3
> O=C(CSc1nnc(NC(=O)c2ccco2)s1)NC1CCCCC1
    0.9	-3	-3	6	-12	-6	2	-13	-4
> O=C(CSc1ncnc2c1cnn2Cc1ccccc1)Nc1ccc2c(c1)OCCO2
    -0.25	1	-12	-11	10	-6	9	12	-1
> CCOC(=O)CSc1ccc(S(=O)(=O)N(C)C2CCCCC2)cc1[N+](=O)[O-]
    3.2	-9	0	.	-2	9	0	-13	-1
> CC(C)CCn1c(SCc2ccc(Cl)cc2)nc2c1c(=O)[nH]c(=O)n2C
    -2.4	1	-10	10	9	5	8	-26	-6
> CC(C)c1ccc(C(=O)CSc2ncn[nH]2)cc1
    0.74	-27	-2	-3	6	-75	-1	2	-9
> Cc1nnc(SCCn2c(N3CCC(C)CC3)nc3c2c(=O)n(C)c(=O)n3C)s1
    0.38	-7	6	-103	-7	14	-8	-9	1
> CC(C)(C)N(Cc1ccccc1)C(=O)CSc1nc2ccccc2c(=O)[nH]1
    -1.5	3	-2	-23	-4	-7	5	-24	4
> Cc1ccc(NC(=O)CSc2nnc(-c3ccncc3)o2)cc1
    -1.6	-7	-3	14	-6	-10	7	-2	7
